bovine MsrA act: activators of bovine methionine sulfoxide reductase A | purified bovine MsrA, absorbance read-out | activation, % at 10.6 µM | 360,000 tested, 0.3% active | AID 602163; in the data active = activation above about 7.5%;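 note: 0% = vehicle and 100% = reference activator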
MLLE-PAM2 inh: inhibitors of microRNA-mediated deadenylation, human PABP1 MLLE binding | inhibition, % at 20 µM | GST-MLLE / FITC-PAM2 fluorescence polarization | 360,000 tested, 0.36% active | AID 588489; in the data active = inhibition above about 35%, passing the limit was not always enough;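 note: plate controls were DMSO wells with GST-MLLE for no effect and wells lacking GST-MLLE protein for full effect; some results filed as inactive read as strong as hits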
Target sequence (P11940 whole entry, looked up): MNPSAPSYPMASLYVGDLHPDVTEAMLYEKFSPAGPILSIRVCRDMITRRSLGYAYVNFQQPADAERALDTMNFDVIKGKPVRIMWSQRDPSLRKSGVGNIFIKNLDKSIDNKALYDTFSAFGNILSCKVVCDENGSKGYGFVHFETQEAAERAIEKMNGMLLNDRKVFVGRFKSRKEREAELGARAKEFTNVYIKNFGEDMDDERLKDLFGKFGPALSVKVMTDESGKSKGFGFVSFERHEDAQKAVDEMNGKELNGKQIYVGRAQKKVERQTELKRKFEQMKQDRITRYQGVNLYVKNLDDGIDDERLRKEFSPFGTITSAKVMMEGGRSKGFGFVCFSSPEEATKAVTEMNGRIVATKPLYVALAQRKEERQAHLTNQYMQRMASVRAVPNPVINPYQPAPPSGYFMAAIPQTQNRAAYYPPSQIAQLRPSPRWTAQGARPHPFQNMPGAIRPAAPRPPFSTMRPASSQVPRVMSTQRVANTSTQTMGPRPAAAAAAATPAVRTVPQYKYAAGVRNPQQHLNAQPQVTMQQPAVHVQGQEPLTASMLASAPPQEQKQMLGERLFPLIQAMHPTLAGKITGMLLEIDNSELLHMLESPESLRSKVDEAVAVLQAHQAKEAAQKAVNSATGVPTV
NRP1-CendR mod: NRP-1/CendR interaction modulation; O14786; FAM-RPARPAR peptide binding to NRP-1, fluorescence polarization; inhibition, % at 25 µM; 360,000 tested, 0.85% active; AID 602438;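 active = inhibition or corrected inhibition above about 18%, plus a signal ratio from 0.5 to 1.5, limit read from the data, passing the limit was not always enough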; note: strong numbers were not always called active
SKN-1 inh: blocks SKN-1 activity in C. elegans. C. elegans VP596 Pgst-4::GFP/RFP ratio, acrylamide-induced, 24 h. inhibition, % at 21.8 µM. 360,000 tested, 0.49% active;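 active = interference check ratio from 0.5 to 1.5 plus GFP to RFP signal ratio inhibition reaching or exceeding a fixed threshold, cut at about 30% in these data, passing the limit was not always enough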; note: some compounds called inactive have numbers as strong as hits
MT1-MMP act inh: blocks activation of human MT1-MMP. HT1080 RFP-PRO-GFP cells, GFP/RFP ratio fluorescence, overnight; percent of plate control window, DMSO zero. AID 651647. 360,000 tested, 0.061% active. GFP/RFP ratio change, % at 20 µM;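 active = GFP/RFP ratio change of at least 30% with cell ATP level not reduced by more than half and red fluorescence within 50% of control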; note: strong numbers were not always called active
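Assay system: HT1080 RFP-PRO-GFP cells. Benchmarks: DMSO vehicle wells and RFP-L50D-GFP reporter cell wells. Times: overnight cell settling, then overnight compound exposure, 37 °C, 5% CO2. Compound: 20 µM single dose, 1% DMSO. Read-out basis: GFP/RFP fluorescence ratio.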
E coli Lon inh: inhibits E. coli Lon protease | inhibition, % at 7.94 µM | AID 602123 | P0A9M0 | purified E. coli Lon protease, fluorescence polarization | 360,000 tested, 0.42% active; in the data active = inhibition above about 13%, passing the limit was not always enough;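 note: 0% = enzyme with probe and DMSO and 100% = no enzyme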
FAS-TE inh: FAS thioesterase (human) inhibition; recombinant FAS-TE, OMFH fluorogenic substrate, fluorescence endpoint; AID 602261; P49327; inhibition, % at 15 µM; 360,000 tested, 0.67% active;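 active = compounds whose normalised, plate-corrected inhibition of enzyme fluorescence in the single-dose primary screen is 50% or more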;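 note: 0% = DMSO with enzyme and 100% = substrate without enzyme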
MsrA inh: inhibitors of bovine MsrA; purified bovine MsrA, absorbance read-out; inhibition, % at 15.5 µM; 360,000 tested, 0.75% active; AID 651718; in the data active = inhibition above about 4.5%;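 note: 0% = vehicle wells with enzyme and 100% = reference inhibitor wells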
Tb MetRS inh: Trypanosoma brucei MetRS inhibition; purified T. brucei MetRS, ATP depletion, Kinase-Glo luminescence; inhibition, % at 11.9 µM; 360,000 tested, 0.4% active;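 active = inhibition above a per-plate cutoff of the control wells' mean inhibition plus 3 SD, cut at about 5.5% in these data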;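 note: 0% = DMSO wells median and 100% = median of wells with control inhibitor compound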
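Material: parasite MetRS enzyme / Replication: singlicate, one well per compound / Signal: luminescence of leftover ATP / Schedule: 2 h aminoacylation at 25 °C after 15 min preincubation / Medium: HEPES-MgCl2-KCl buffer plus DTT, spermine, BSA, pyrophosphatase / Doses: 11.9 µM single point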
The depositor's hits bear a star.

SMILES	bovine MsrA act	MLLE-PAM2 inh	NRP1-CendR mod	SKN-1 inh	MT1-MMP act inh	E coli Lon inh	FAS-TE inh	MsrA inh	Tb MetRS inh
Cn1nc(-c2ccccc2)cc1NS(=O)(=O)c1ccc(C#N)cc1	1	0	-5	26	-3	-6	-3	-0.2	2.1
O=C(Cc1ccc(NC(=O)C2CCN(C(=O)C3CCC3)CC2)cc1)Nc1cccc(C(=O)N2CCCCC2)c1	-5	8	-8	6	3	-2	-8	-0.3	-0.5
COc1cccc(C2C(C(=O)OCc3ccccc3)=C(C)Nc3ncnn32)c1OC (stereo not drawn)	-1	5	-14	0	-8	0	4	0.5	0.7
Cc1cccc(NC(=O)c2nc(-c3ccccc3)n(-c3ccccc3)n2)c1C	-3	-4	5	9	-6	1	14	0.8	-0.4
CS(=O)(=O)N1CCN(C(=O)c2ccc(Br)s2)CC1	-1	10	9	-7	-6	-2	-3	-1.3	0.3
Clc1cccc(-c2csc(Nc3cccnc3)n2)c1	-4	2	0	-4	-2	5	13	-1.6	0.0
CCn1ncc(Br)c1C(=O)Nc1ccc(C(=O)OC(C)C)cc1	3	4	4	11	-6	1	6	-1.6	0.3
Cc1ccc(S(=O)(=O)NC(=O)C2(C)CCN2C(=O)Cc2cc(F)ccc2F)nc1 (stereo not drawn)	1	3	0	-4	1	1	-8	0.1	-0.1
CCCc1nnc(NC(=O)CN2C(=O)c3ccccc3C2=O)s1	-3	-6	9	26	1	5	4	-1.3	-1.0
CCCCNC(=O)Nc1nnc(C(C)(C)C)s1	-3	-2	-3	3	2	-4	-3	-1.1	-0.7
CCc1nc2ccccc2[nH]1	-4	0	3	-2	-4	7	-4	0.4	-0.6
Cc1nn(-c2ccccc2)c2c1C(c1ccccc1)C(C#N)=C(N)O2 (stereo not drawn)	-3	1	18	4	8	-9	0	0.2	0.6
O=C(Cc1n[nH]c(=O)[nH]c1=O)N/N=C/CCc1ccccc1	-3	-7	-11	1	0	-17	-9	0.3	-0.1
Cc1ccc(NC(=O)CSc2ccc(Br)cc2)cc1S(=O)(=O)N1CCOCC1	-2	22	12	-3	4	-3	16	-0.8	-0.3
COc1ccc2c(c1)c1nnc(SCC(=O)NC3CC3)nc1n2C	-3	27	-17	8	-8	1	0	1.4	0.6
CC(C)(C)c1ccc(-n2ncc3c2CCCC3NC(=O)C2(C(N)=O)CC2)cc1 (stereo not drawn)	-3	1	6	-21	13	-4	1	0.3	0.2
COC(=O)c1cc(S(=O)(=O)N2CCC(C(N)=O)CC2)oc1C	-7	-1	-2	-1	2	-2	-4	0.2	-0.4
OC1(c2cccs2)CN(c2ccc(Cl)cc2)C2=[N+]1CCCS2 (stereo not drawn)	-10	-1	15	-12	-1	0	-8	0.2	-0.7
CC(Oc1ccccc1)C(=O)N1CCN=C1SCc1ccc(F)cc1 (stereo not drawn)	-3	-4	-12	-8	6	-5	8	-0.7	0.0
Cc1onc(-c2c(F)cccc2Cl)c1C(=O)NC(=S)NC1CCSC1=O (stereo not drawn)	-4	44*	-3	8	-9	-1	7	-0.2	-0.9
CCCCn1cnc2c([nH]c3ccccc32)c1=O	1	6	11	0	3	4	-8	0.2	0.7
COc1ccc(S(=O)(=O)n2nc(OC(=O)c3cccs3)cc2NC(=O)c2cccs2)cc1	-2	-24	3	2	11	0	19	0.5	-0.3
O=C(c1cccs1)n1nc(-c2ccccc2)nc1NCc1ccco1	-2	-11	2	27	-2	3	32	0.4	0.1
CCOc1cc(/C=C(/C#N)C(=O)Nc2ccc(OC)cc2)ccc1OCc1ccc(C(=O)O)cc1	-6	-3	0	-17	-1	5	6	0.9	-1.8
Cc1noc(NS(=O)(=O)c2ccc(N3CC(O)=C(c4ccccc4)C3=N)cc2)c1C	-3	10	5	-6	4	-2	-4	0.1	-0.2
COc1ccc(/C=C/C(=O)N2CCC(c3ccccc3)C2)cc1 (stereo not drawn)	-10	0	-5	-12	2	0	-10	0.4	-1.1
O=C(Cc1ccc(Br)cc1)Nc1ccccc1Cl	0	-3	8	11	-1	1	0	0.0	-0.7
COC(=O)c1cnc2ccccc2n1	0	-14	-2	4	1	38	-5	0.7	-0.8
Cc1ccc([C@H]2N[C@]3(CCCN(Cc4ccccc4)C3=O)[C@H]3C(=O)N(Cc4ccccc4)C(=O)[C@@H]23)cc1	-1	0	-13	10	0	1	8	-0.6	-0.8
COCCN1C(=O)CCC1(C)C(=O)NC1CCCC1 (stereo not drawn)	-2	-3	-1	20	1	4	-12	-0.7	-0.6
Cc1ccc(S(=O)(=O)C(C#N)c2nc3ccccc3nc2N2CC(C)OC(C)C2)cc1C (stereo not drawn)	-10	11	-15	-6	-8	-12	-1	1.1	-1.0
CC1(C)C(=O)C2(CCCC2)C(=O)OC1c1ccco1 (stereo not drawn)	-5	6	6	-8	-2	0	-1	0.1	-0.1
CCN1C(=O)[C@H]2[C@@H](c3ccc(C)cc3)N3C(=O)N(c4cccc(Cl)c4)C(=O)[C@@]3(C)[C@H]2C1=O	-1	-6	17	2	-2	1	-5	-0.3	-0.2
Cc1c(Cl)cccc1NC(=O)CSc1nncn1-c1ccccn1	-5	-7	3	1	1	7	-3	0.4	-0.5
COc1ccc(NC(=O)c2cc(-c3ccncc3)nc3ccc(Br)cc23)cc1OC	3	-2	-2	7	-15	-21	6	1.3	0.0
CC(/C=N/N1CCN(c2ccccc2)CC1)=C\c1ccco1	-3	15	-5	-4	0	-5	6	1.5	-0.6
CCN(CC)C(=O)C1=C(C)N(Cc2ccc(C(C)(C)C)cc2)C(=O)C(CC(=O)NC2CCCCC2)C1 (stereo not drawn)	0	-8	-4	-13	-2	0	11	-0.3	-1.4
COCCN(C(=O)c1ccccc1)c1nc(-c2ccc(OC)cc2)cs1	-1	11	6	17	-3	1	25	-0.7	-0.5
CCC(C(=O)OCCOCCN(CC)CC)c1ccccc1 (stereo not drawn)	-7	-11	22	2	3	-14	-9	0.2	-0.8
CCC(C)(C)NC(=O)C(c1ccc(F)cc1)N(Cc1ccco1)C(=O)c1snc(C(N)=O)c1N (stereo not drawn)	-1	-6	2	19	4	-4	-6	2.1	1.2
Cc1ccc(Oc2ncc(-c3ccc(Cl)cc3)cn2)cc1	-3	-6	8	14	-1	-5	-3	0.1	-1.1
CCOc1ccc(CN2CCC(n3nccc3NC(=O)C3CC3)CC2)cc1CO	-6	-12	-3	6	3	3	-5	-1.2	-0.3
Cn1cccc1/C=N/NC(=O)c1sc2ccccc2c1Cl	-1	-23	0	19	0	10	12	2.5	-0.1
CC1(C)CC(NC(=O)C23CCC(C)(C2Br)C3(C)C)CC(C)(C)N1 (stereo not drawn)	-1	-1	8	1	2	-2	-6	-0.5	0.8
O=C(Cc1cccc2ccccc12)NN1C(=O)/C(=C\c2cccnc2)SC1=S	-1	-119	-5	1	-3	4	-1	0.3	0.6
COc1cc(CNn2nnnc2N)cc(Br)c1OCC(=O)NC(C)(C)C	-2	-10	-9	-11	1	-1	-8	0.9	-0.6
CCOC(=O)c1cc2cc(-c3c(C(=O)OCC)oc4cc(O)cc(O)c4c3=O)ccc2o1	-3	3	-3	4	5	5	27	-0.6	0.1
CCOc1cc(NC(=O)c2ccccn2)c(OCC)cc1NC(=O)CC(C)C	-5	5	7	0	0	-10	4	-1.6	-0.9
Cc1ccc(NC(=O)c2cnccn2)cc1S(=O)(=O)N1CCCCCC1	4	-8	1	17	5	5	2	-1.1	-0.2
COc1ccc(C(C)(C)C)cc1NC(=O)CCNC(=O)c1ccco1	-1	-3	15	15	4	3	0	-0.9	-0.3
COc1ccc2c(CSc3nnc(-c4cccnc4)n3-c3ccccc3F)cc(=O)oc2c1	-3	-13	-9	4	-4	1	-14	-0.1	-1.0
COc1ccccc1NCCC(=O)OCC(=O)NC1CCCCC1	-2	-20	6	10	-1	-8	-12	-0.1	0.0
CCn1ncc(S(=O)(=O)NCc2ccccc2Cl)c1C	-2	5	-2	14	3	1	-2	-1.3	-0.5
CC(=O)c1cn(Cc2ccccc2)c(=O)[nH]c1=O	-7	-3	6	9	1	-11	-8	0.2	-1.4
CC(C)CNC(=O)C1(C)CCCN1C(=O)c1ccncc1 (stereo not drawn)	0	1	-4	0	0	-2	-2	-0.6	-0.4
COc1ccc(-n2nc(C(=O)NCC(=O)Nc3cc(C)ccc3OC)c3ccccc3c2=O)c(OC)c1	-10	-14	-3	-1	-3	4	12	0.1	-1.0
CN(C)c1ccc(/C=N/NS(=O)(=O)c2ccc(Br)cc2)cc1	-10	-53	-5	-9	2	4	6	2.2	-1.0
COc1cc(NC(=O)Cn2nc(-c3ccc(F)cc3)ccc2=O)ccc1-n1cnnn1	-2	0	4	4	0	-7	5	-0.2	-0.4
Cc1ccc(S(=O)(=O)NCC(=O)NNC(=O)c2ccccc2Cl)cc1C	-2	17	-3	5	-3	5	-3	-0.6	0.0
COCCn1c(=NC(=O)CSC(C)=O)sc2cc(F)ccc21	-2	24	0	6	8	6	-10	1.1	-0.8

Of the compounds above, four contain an aryl thioether with sulfur outside any ring:
SMILES	bovine MsrA act	MLLE-PAM2 inh	NRP1-CendR mod	SKN-1 inh	MT1-MMP act inh	E coli Lon inh	FAS-TE inh	MsrA inh	Tb MetRS inh
Cc1ccc(NC(=O)CSc2ccc(Br)cc2)cc1S(=O)(=O)N1CCOCC1	-2	22	12	-3	4	-3	16	-0.8	-0.3
COc1ccc2c(c1)c1nnc(SCC(=O)NC3CC3)nc1n2C	-3	27	-17	8	-8	1	0	1.4	0.6
Cc1c(Cl)cccc1NC(=O)CSc1nncn1-c1ccccn1	-5	-7	3	1	1	7	-3	0.4	-0.5
COc1ccc2c(CSc3nnc(-c4cccnc4)n3-c3ccccc3F)cc(=O)oc2c1	-3	-13	-9	4	-4	1	-14	-0.1	-1.0

(continued)
SMILES	bovine MsrA act	MLLE-PAM2 inh	NRP1-CendR mod	SKN-1 inh	MT1-MMP act inh	E coli Lon inh	FAS-TE inh	MsrA inh	Tb MetRS inh
COc1ccc(NC(=O)c2c(OC)cccc2OC)c(OC)c1	-2	-1	-2	4	11	1	2	1.0	-0.7
COc1ccc(-c2nc(CS(=O)(=O)CC(=O)NC3CCCCCC3)c(C)o2)cc1	0	5	17	29	-1	-2	2	1.7	-0.1
Cc1nc2ncnn2c(C)c1CCC(=O)NCc1ccccc1	4	4	-2	11	7	1	-8	0.1	-0.3
O=C(Nc1nc2ccc(F)cc2s1)C1CCCO1 (stereo not drawn)	-3	-7	-1	-3	-1	-9	-4	0.0	-0.8
CCOC(=O)c1oc2ccccc2c1NC(=O)CCl	-1	4	-6	2	0	-4	2	-0.9	-0.9
CC(=O)c1cccc(NC(=O)C(C)OC(=O)c2cccc(S(=O)(=O)N3CCN(C)CC3)c2)c1 (stereo not drawn)	-2	-10	8	2	-2	-11	-4	0.9	-0.1
NCCNc1ccc(C(=O)N2c3ccccc3Sc3ccccc32)cc1[N+](=O)[O-]	-5	14	2	14	0	-10	-55	0.5	-0.7
Fc1ccc(N2CCN(C3=Nc4cccc5cccc3c45)CC2)cc1	-6	-32	-72	16	-9	-29	9	0.8	-0.7
O=C(O)C(CCc1ccccc1)(Cc1ccccc1)C(=O)O	-1	-5	-3	-4	0	-2	-9	-1.7	0.1

Screening results deposited in PubChem by several laboratories.
